# TRPC4 block – inhibitors of mouse TRPC4 channel, primary screen, Fluo4 calcium, HEK293 TRPC4beta/mu-opioid cells | Short transient receptor potential channel 4 (Mus musculus), Q9QUQ5 | DAMGO-evoked Fluo4 calcium flux; hits give low values | B-score at 10 µM | 300,000 tested, 0.39% active;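 active = B-score over 3 SD under the library average, no early fluorescence shift, positive overall ratio signal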
#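 Assay system: TRPC4beta/mu-opioid receptor HEK293 cell line; compound dosing: single concentration per test compound; detection: Fluo4 Ca2+ flux fluorescence; evaluation: per-well B score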
# MrgX1 antagonist – antagonists of human MrgX1 receptor, primary screen, HEK293 cells, Fluo-4 calcium flux. BAM8-22 antagonism; hits give low values. 310,000 tested, 1.3% active. B-score at 10 µM. Mas-related G-protein coupled receptor member X1 (Homo sapiens), Q96LB2;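 active = calcium-response B-score plate-corrected more than 3 library SD below zero, starting fluorescence within 5 deviations, no agonist response on first addition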;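 note: peak minus trough fluorescence over baseline after final BAM8-22 challenge near maximal dose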
# TRPC6 inhibitor – mouse TRPC6 channel inhibitors, primary screen, cell-based, HEK293, membrane potential dye; B-score at 10 µM; Short transient receptor potential channel 6 (Mus musculus), Q61143; AID 2553, 2010; ACh-evoked depolarization; hits give low values; 310,000 tested, 1.1% active;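 active = B-score under library mean minus 3 SD, initial fluorescence not abnormally high, positive integrated signal ratio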;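 note: B-score derived from integrated fluorescence ratio over the kinetic read; more negative B-score means stronger inhibition of depolarization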
# TMEM16A inh – TMEM16A chloride channel inhibitors, primary screen, cell-based, HTS; Anoctamin-1 (Mus musculus), Q8BHY3; HEK293 TMEM16A/YFP iodide influx fluorescence, ionomycin; normalized B-score (activity score, 25-100; higher = stronger inhibition) at 10 µM; 310,000 tested, 1.2% active;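 active = ratio plate-corrected score three or more library SD toward inhibition, starting fluorescence score within five deviations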;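 note: score derived from kinetic fluorescence span divided by baseline fluorescence per well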
# Target sequence (Q8BHY3 whole entry, looked up): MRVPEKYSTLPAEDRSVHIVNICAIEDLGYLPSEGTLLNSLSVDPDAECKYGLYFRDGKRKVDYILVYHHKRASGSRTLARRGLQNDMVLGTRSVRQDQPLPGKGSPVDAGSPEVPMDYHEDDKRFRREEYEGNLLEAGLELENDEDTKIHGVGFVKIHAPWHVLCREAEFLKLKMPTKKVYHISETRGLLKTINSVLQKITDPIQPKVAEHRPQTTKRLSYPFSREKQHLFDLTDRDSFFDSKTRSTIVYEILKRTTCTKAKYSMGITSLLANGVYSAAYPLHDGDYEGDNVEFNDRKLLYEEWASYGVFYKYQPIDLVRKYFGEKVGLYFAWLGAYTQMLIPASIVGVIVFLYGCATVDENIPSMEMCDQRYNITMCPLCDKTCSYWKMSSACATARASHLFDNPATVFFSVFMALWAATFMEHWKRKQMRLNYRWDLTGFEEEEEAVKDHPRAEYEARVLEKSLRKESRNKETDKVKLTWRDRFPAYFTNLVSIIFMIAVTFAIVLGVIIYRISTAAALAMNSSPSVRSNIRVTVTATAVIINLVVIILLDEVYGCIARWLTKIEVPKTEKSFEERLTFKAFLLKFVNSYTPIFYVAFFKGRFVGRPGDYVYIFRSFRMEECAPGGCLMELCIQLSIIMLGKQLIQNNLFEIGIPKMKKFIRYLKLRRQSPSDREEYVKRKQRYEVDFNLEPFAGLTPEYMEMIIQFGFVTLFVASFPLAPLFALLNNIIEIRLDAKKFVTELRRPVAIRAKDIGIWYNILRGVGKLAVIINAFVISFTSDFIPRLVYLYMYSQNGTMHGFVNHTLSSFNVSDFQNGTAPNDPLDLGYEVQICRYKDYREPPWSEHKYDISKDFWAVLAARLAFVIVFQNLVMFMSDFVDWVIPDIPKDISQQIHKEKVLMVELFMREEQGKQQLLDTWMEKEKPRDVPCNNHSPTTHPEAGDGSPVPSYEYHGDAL
# TRPC4 agonist – activators of mouse TRPC4 channel, primary screen, Fluo4 calcium, HEK293 TRPC4beta/mu-opioid cells; Short transient receptor potential channel 4 (Mus musculus), Q9QUQ5; Fluo4 calcium fluorescence; hits give high values; B-score at 10 µM; 310,000 tested, 0.49% active;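 active = B-score above 5 SD of library B-scores, and initial fluorescence ratio not above library mean plus 5 SD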;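 note: positive B-score marks a calcium rise read as TRPC4 activation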
#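 Assay system: HEK293 cells stably co-expressing mouse TRPC4beta and mu-opioid receptor / Timing: Fluo4 dye loading 45 min at room temperature, 110 s recording / Signal: Fluo4 calcium-sensitive dye fluorescence, kinetic, 1 Hz baseline / Read-out: integrated baseline-normalised fluorescence ratio, converted to per-well B score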
# TRPC6 act – mouse TRPC6 channel activators, primary screen, cell-based, HEK293, membrane potential dye; HEK293-TRPC6 membrane potential dye fluorescence; hits give high values; B-score at 10 µM; Short transient receptor potential channel 6 (Mus musculus), Q61143; 310,000 tested, 0.13% active;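 active = B-score of the integrated fluorescence ratio above library mean plus 3 SD, and starting fluorescence ratio within library mean plus 5 SD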;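 note: higher score means more depolarization so channel activation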
# ANO1 activ – TMEM16A chloride channel activators or potentiators, primary screen, cell-based, HTS | AID 623877, 2012 | 340,000 tested, 0.3% active | HEK293 TMEM16A/YFP-H148Q/I152L, iodide quench fluorescence; hits give low values | Anoctamin-1 (Mus musculus), Q8BHY3 | B-score at 10 µM;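 active = fluorescence-ratio B-score plate-corrected deviation score at least 3 library SD below zero, with starting fluorescence score within 5 deviations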;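 note: channel opened by trigger with iodide after compound preincubation; score built on the fluorescence ratio of max minus min over baseline; more negative score means more quench and so TMEM16A activation or potentiation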
# MrgX1 ag – agonists of human MrgX1 receptor, primary screen, HEK293 cells, Fluo-4 calcium flux; AID 588627, 2011; Mas-related G-protein coupled receptor member X1 (Homo sapiens), Q96LB2; 310,000 tested, 0.44% active; Fluo-4 calcium fluorescence, agonist mode; hits give high values; B-score at 10 µM;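 active = calcium response B-score plate-corrected fluorescence ratio at least 3 library SD, with starting fluorescence B-score inside 5 SD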
#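 Material – MrgX1-expressing HEK293 cells · Input – 15,000 cells seeded per well · Dosing – compound as first of three additions · Times – overnight seeding, then 1 h dark dye loading · Measured by – kinetic Fluo-4 NW fluorescence of intracellular calcium · Read-out – B-scored fluorescence response ratio · Benchmarks – positive and negative control wells on each plate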
# SKKanGAS inh – S. pyogenes SKKanGAS growth inhibitors in kanamycin, primary screen, streptokinase expression inhibitor project, SKKanGAS strain, BacTiter-Glo luminescence | inhibition, % at 7.5 µM | AID 1662, 2009 | 6 h | 300,000 tested, 1.3% active;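 active = mean replicate score, as percent of positive control median, at least 50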;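 note: strain carries kanamycin resistance gene driven by streptokinase promoter and grows in 40 µg/ml kanamycin; loss of luminescence reflects streptokinase promoter inhibition or plain growth inhibition; 0% = median of DMSO wells and 100% = positive control at its reference dose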
# TRPC4 PAM – positive allosteric modulators of TRPC4, primary screen, cell-based, mouse TRPC4beta, HEK293 mu-opioid, Fluo-4 calcium; Short transient receptor potential channel 4 (Mus musculus), Q9QUQ5; 310,000 tested, 0.42% active; B-score at 10 µM; AID 2227, 2009; DAMGO EC20, Fluo-4 Ca2+ flux; hits give high values;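 active = B-score of calcium response area above 5 SD of library B-scores, with initial fluorescence ratio within 5 SD of library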;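 note: B-score of integrated fluorescence ratio over time as area under calcium response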
# MrgX1 PAM – positive allosteric modulators of MrgX1, primary screen, HEK293 cells, Fluo-4 calcium flux; AID 588675, 2011; FDSS; hits give high values; Mas-related G-protein coupled receptor member X1 (Homo sapiens), Q96LB2; B-score at 10 µM; 310,000 tested, 0.63% active;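 active = plate-corrected calcium response at least 3 library SD above typical, normal starting fluorescence, not activating the receptor alone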;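 note: compound read alongside a low EC10 to EC30 dose of BAM8-22 agonist; peak minus trough fluorescence over baseline measured at the second addition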
# An asterisk follows results filed as active; i = inactive; · = not tested or not shown.
SMILES,TRPC4 block,MrgX1 antagonist,TRPC6 inhibitor,TMEM16A inh,TRPC4 agonist,TRPC6 act,ANO1 activ,MrgX1 ag,SKKanGAS inh,TRPC4 PAM,MrgX1 PAM
O=C1[C@H]2C(c3ccccc3)=NN(c3ccccc3)[C@H]2C(=O)N1c1ccccc1,i,i,i,i,i,i,i,i,89*,i,i
Cc1c(NC(=O)CSCc2ccc(Cl)cc2Cl)cccc1C(=O)O,i,i,i,i,i,i,i,i,-10,i,i
O=S(=O)(NC1CCCCC1N1CCN(c2ccc(F)cc2)CC1)c1ccccc1 (configuration not stated),i,i,i,i,i,i,i,i,17,i,i
O=C(Nc1ccccc1F)c1ccc(CN2CCc3ccccc3C2)cc1,i,i,i,i,i,i,i,i,-1,i,i
O=C(c1cccs1)c1no[n+]([O-])c1C(=O)c1cccs1,i,i,i,i,54*,i,i,99*,1,i,i
CCOC(=O)c1c(-c2cccc([N+](=O)[O-])c2)cn2ccccc12,i,i,i,i,i,i,i,i,21,i,i
O=C(NNC(=O)c1ccc(F)cc1F)c1ccc2c(c1)OCO2,i,i,i,i,i,i,i,i,0,i,i
COc1cccc(-n2ccnc2SCC(=O)Nc2ccccc2F)c1,i,i,i,i,i,i,i,i,-5,i,i
COc1ccc(/C=C2\CCCc3c2nc2ccccc2c3C(=O)O)cc1OC,i,i,i,i,i,i,·,i,-1,i,i
CCOC(=O)C1C(=O)OC(C)(C)C1C(CC)C(=O)c1c(C)cc(C)cc1C (configuration not stated),i,i,i,i,i,i,i,i,-6,i,i
CC(C)N(Cc1ccccc1)C(=S)Nc1ccc(F)cc1,i,i,i,i,i,i,i,i,6,i,i
CCCCOC(=O)c1ccc(NC(=O)c2cc(Cl)ccc2OC)cc1,i,i,i,i,i,i,i,i,10,i,i
Cc1nn(-c2ccccc2)c(Cl)c1/C=N/NC(=O)c1ccn[nH]1,i,i,i,i,i,i,i,i,-1,i,i
CCOC(=O)CSC1=N/C(=C\c2ccc(OC)c(OC)c2)C(=O)N1C,i,i,i,i,i,i,i,i,-10,i,i
CCN(CCO)Cc1csc2ccc(Cl)cc12,i,i,i,i,i,i,i,i,3,i,i
CCCCn1c(NC(=O)c2ccc(Br)o2)c(S(=O)(=O)c2ccccc2)c2nc3ccccc3nc21,i,i,i,100*,i,i,i,i,25,i,i
O=C1CC(N2CCSCC2)C(=O)N1c1ccccc1 (configuration not stated),i,i,i,i,i,i,i,i,-5,i,i
Cc1ccc2c(c1)c1nnc(SCC(=O)N3CCCc4ccccc43)nc1n2CC(=O)O,i,i,i,i,i,i,i,i,-1,i,i
COc1ccccc1N1CCN(S(=O)(=O)CCNC(=O)c2cc(OC)c(OC)c(OC)c2)CC1,i,i,i,i,i,i,i,i,1,i,i
CCN(CC)CCCNCC(=O)Nc1cc(C)on1,i,i,i,i,i,i,i,i,-2,i,i
Cc1ccc(C)c(NC(=S)NC(=O)c2cncc(Br)c2)c1,i,i,i,i,i,i,i,i,12,i,i
Cc1cc(Cl)ccc1OC(C)C(=O)Nc1cnn(CCCC(=O)O)c1 (configuration not stated),i,i,i,i,i,i,i,i,5,i,i
O=C(O)c1ccccc1C(=O)N1CCN(Cc2ccc3c(c2)OCO3)CC1,i,·,i,·,i,i,·,·,-7,i,·
CCCCN(CCCNc1ncnc2nc[nH]c12)c1ccccc1,i,i,i,i,i,i,i,i,-4,i,i
O=C(c1cc(-c2cccc(O)c2)on1)N1CCCC1,i,i,i,i,i,i,i,i,-4,i,i
CCN1C(=O)[C@@H]2[C@@H](c3ccc(-c4ccc(OC)cc4)c(OC)c3)N3CCCC[C@@]3(C(=O)OC)[C@@H]2C1=O,·,i,·,i,·,·,i,i,·,·,i
CCN(CC)C(=O)CSc1nnc(-c2ccco2)o1,i,i,i,i,i,i,i,i,10,i,i
Cc1nn(-c2ccccc2)c(N2CCCC2)c1/C=N/Nc1ccc(S(=O)(=O)Nc2ccccc2)cc1[N+](=O)[O-],i,-5.1*,i,i,i,i,i,i,9,i,i
COc1ccc(C(=O)CCC(=O)Nc2ccc(N3CCCCC3)cc2)cc1OC,i,i,i,i,i,i,i,i,3,i,i
COc1ccc(OC(=O)c2c(C)nn(-c3ccccc3)c2C)cc1,i,i,i,i,i,i,i,i,-2,i,i
COc1ccc(C(C)(C)C)cc1NC(=O)C1CCCO1 (configuration not stated),i,i,i,i,i,i,i,i,0,i,i
CN1C(=O)NC(c2ccc(C(F)(F)F)cc2)C2=C1CC(C)(C)CC2=O (configuration not stated),i,i,i,i,i,i,i,i,-1,i,i
O=C(N/N=C\c1coc2ccccc2c1=O)c1ccco1,i,i,i,i,i,i,i,i,-10,i,i
COc1ccc2nc(/N=C/c3c(C)[nH]n(-c4ccc(C)cc4C)c3=O)sc2c1,i,i,i,i,i,i,i,i,7,i,i
CCOC(=O)N1CCN(C(=O)c2cccc(N3C(=O)NC4CC3(C)Oc3ccc(Cl)cc34)c2)CC1 (configuration not stated),i,i,i,i,i,i,i,i,5,i,i
CC(/C=N/NC(=O)c1cc(-c2ccccc2)nc2ccccc12)=C\c1ccco1,i,i,i,i,i,i,i,i,5,i,i
CCc1nnc(NC(=O)[C@@H](NC(=O)c2cccc(S(=O)(=O)N3CCOCC3)c2)C(C)C)s1,i,i,i,i,i,i,i,i,-6,i,i
Cn1c(SCc2ccc(Cl)cc2)nc(C(F)(F)F)cc1=O,i,i,i,i,i,i,i,i,7,i,i
CC(=O)c1ccc(S(=O)(=O)Nc2cccc(-c3ccc(N4CCOCC4)nn3)c2)cc1,i,i,i,i,i,i,i,i,7,i,i
COc1cccc(OC)c1NC(=O)Cn1nc(C)c2ccccc2c1=O,i,i,i,i,i,i,i,i,-4,i,i
Cc1noc(COc2ccc(OCc3nc(C)no3)cc2)n1,i,i,i,i,i,i,i,i,0,i,i
CC1CCCCC1NC(=O)CN(C)S(=O)(=O)c1ccc2c(c1)CCC(=O)N2 (configuration not stated),i,i,i,i,i,i,i,i,-11,i,i
COc1cccc(C2c3[nH]c4ccccc4c3C[C@H]3C(=O)N(CCCO)CC(=O)N23)c1OC (some centres not stated),i,i,i,i,i,i,i,i,-1,i,i
O=C(Nc1nc2ccccc2[nH]1)C1CCCC1,i,i,i,i,i,i,i,i,2,i,i
COc1ccc(S(=O)(=O)Nc2cc3c(cc2C(C)=O)OCO3)cc1,i,i,i,i,i,i,i,i,18,i,i
CC(=O)Nc1ccc(S(=O)(=O)NCC2CCC(C(=O)NCCC(C)C)CC2)cc1 (configuration not stated),i,i,i,i,i,i,i,i,20,i,i
CC(=O)Nc1ccc(S(=O)(=O)Nc2nc3cc4c(cc3nc2Cl)OCCO4)cc1,i,i,i,i,i,i,i,i,-13,i,i
O=S(=O)(CCSc1ccc(C(F)(F)F)cn1)c1ccccc1,i,i,i,i,i,i,i,i,-3,i,i
CC1=NNC(=O)C1CC(=O)N/N=C/c1ccc(C)o1 (configuration not stated),i,i,i,i,i,i,i,i,4,i,i
O=c1[nH]c2ccccc2c(O)c1SCCO,i,i,i,i,i,i,i,i,8,i,i
Nc1nc(F)nc2c1ncn2[C@@H]1O[C@H](CO)[C@@H](O)[C@H]1O,i,i,i,i,i,i,i,i,-8,i,i
CC(=O)N1CCc2cc(S(=O)(=O)C(C)CC(=O)Nc3ccc(OC(F)(F)F)cc3)ccc21 (configuration not stated),i,i,i,i,i,i,i,i,2,i,i
CCn1c(-c2ccccc2Cl)nn(CC(=O)Nc2cc(Cl)ccc2Cl)c1=S,i,i,i,i,i,i,i,i,3,i,i
NC(=S)Nc1nccc(-c2cccs2)n1,i,i,i,i,i,i,i,i,-6,i,i
CC(C)(C)NC(=O)CSc1nnc(-c2ccccn2)n1Cc1ccccc1,i,i,i,i,i,i,i,i,-6,i,i
Cc1noc(/C=C/c2cccs2)c1S(=O)(=O)N1CCC(C(=O)NCCCN2CCC(C)CC2)CC1,i,i,i,i,i,i,i,i,7,i,i
COCCNC(=O)CN(C(=O)Cn1nnc2ccccc21)c1cccc(C)c1C,i,i,i,i,i,i,i,i,0,i,i
O=C(c1ccc(Oc2ccc(C(F)(F)F)cc2[N+](=O)[O-])cc1)N1CCOCC1,i,i,i,i,i,i,i,i,-18,i,i
CC(C)(C)c1ccc(OCCNC(=O)Cc2ccc(F)cc2)cc1,i,i,i,i,i,i,i,i,-13,i,i
O=C(Nc1ccc(F)cc1F)C1CCN(C(=O)c2ccc(Br)cc2)CC1,i,i,i,i,i,i,i,i,1,i,i
O=Nc1c(O)[nH]c2ccc(F)cc12,i,i,i,i,i,i,i,i,-2,i,i
O=C(Nc1nccs1)c1cccc(N2C(=O)c3cccc4c([N+](=O)[O-])ccc(c34)C2=O)c1,i,i,i,i,i,i,i,i,26,i,i
CCCc1ccc(-c2cc(C(=O)NCCc3ccc(S(N)(=O)=O)cc3)c3ccccc3n2)cc1,i,i,i,i,i,i,i,i,35,i,i
